GRP78 ERSR act = inducers of ER stress response in human glioma cells; Potency, µM, without a hit: at the highest dose activation, most hits filed as activators; actives 0.02% (n = 420,000); U87-MG GRP78 promoter luciferase reporter, 16 h; AID 602332; note: potency is the fitted concentration of half-maximal effect; series mostly up to about 76 µM; % of control where 0% means no effect; nearly all actives have a fitted effect of over 35% in size
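ERSR induction read as luciferase luminescence (Bright-Glo, 10 min at room temperature) in stably transfected human U87-MG glioma cells exposed to compounds for 16 h, using GRP78 as sensor.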
ERG Ets-DNA blk = ERG Ets/DNA interaction inhibition; P11308; fluorescence polarization, His-ERG Ets domain / labelled DNA; Potency, µM (doses to about 76.9 µM), without a hit: at the highest dose FP activity, negative = inhibition, hits mostly inhibitors; actives 0.028% (n = 370,000); AID 624246; active = well fitted inhibition curve with a large enough effect in the polarisation, with a control signal flat; inconclusive = small, poorly fitted or top-dose-only effect, or effect the other way, or a change in a side signal; inactive = no such curve, though single readings can be large or run the other way; the % refers to the polarisation;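 note: polarization taken with two DNA probes labelled with fluorescein and Texas red; potency is the fitted concentration of half-maximal effect; % of control where 0% means no effect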
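His-tagged ERG Ets domain (1 uM in the protein solution; 300mM KCl, 50mM Tris-HCl, 1mM EDTA, 1mM DTT, pH 7.5) received compound, then a probe mix of 5 nM fluorescein-DNA and 100nM Texas-615-DNA. Fluorescence polarization was read for both dyes.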
D2 ag = D2 dopamine receptor (human) agonism; activation, % at 2 µM; actives 0.53% (n = 340,000); HEK293 T-REx D2 cells, calcium flux agonist mode;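 active = activation over 3 SD above normal in the single-dose calcium agonist read, cut at about 30% in these data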; note: 0% is about no effect
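Tetracycline-induced HEK293 Trex cells with D2 receptor force-coupled to calcium signaling, plated overnight at 30 C and loaded with no-wash calcium dye. Calcium flux read kinetically for 180 s after compound addition; responses flag agonists.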
LDHA inh = LDHA (human) enzyme inhibition. AID 1347041. purified LDHA, NADH/diaphorase-resazurin fluorescence; active compounds read low. activity change, % (values are at about 110 or 230 µM). actives 0.15% (n = 480,000); in the data active = activity change below about -30%; inconclusive = mostly about -25% to -30%;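 note: plate controls were DMSO wells for no effect and wells without enzyme for full effect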
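Enzyme activity of human lactate dehydrogenase 5 (2 nM; 0.06 mM NADH, 0.2 mM pyruvate, 5 min, RT) is measured via a resazurin/diaphorase fluorescence readout of residual NADH.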
Vif-APOBEC3G blk = Vif-A3G binding inhibition; Potency, µM (doses to about 46.1 µM), for inactives: at the top dose activity, negative = active, actives largely listed as inhibitors; HeLa A3G-eYFP + Vif (tagged APOBEC3G with the HIV-1 protein that degrades it), YFP fluorescence, overnight; Q9HC16; actives 0.076% (n = 410,000); AID 602310;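 note: potency is the fitted concentration of half-maximal effect; % is set by controls: 0 for no effect and ±100 for the full control effect; nearly all actives have a fitted effect of over 60% in size; hits raise eYFP signal because A3G escapes Vif-driven loss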
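Read-out is eYFP fluorescence (Ex 488/Em 500-530) from Vif-expressing HeLa A3G-eYFP cells; more signal means A3G escaped Vif-mediated degradation. Cells plated overnight, compound pinned in, incubated overnight at 37 deg C.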
D2 antagonist = antagonizes the human D2 dopamine receptor | HEK293 TREx D2 cells, calcium flux, dopamine EC80 | inhibition, % at 10 µM | actives 2% (n = 340,000) | AID 485344; in the data active = inhibition above about 30%; note: 0% is about no effect
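HEK293 T-REx D2 cells, tet-induced, calcium dye no-wash. Cpd pintool add, 180 s kinetic, then EC80 DA, 180 s kinetic. Ca flux read.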
RGS4 inh = human RGS4 inhibition | P49798 | Transcreener GDP fluorescence polarization, RGS4-accelerated GTP hydrolysis | Potency, µM (top dose mostly 114 µM), for inactives: top-dose activity change, negative = inhibition, actives largely listed as inhibitors | actives 0.039% (n = 390,000); note: potency is the fitted concentration of half-maximal effect; % is set by controls: 0 for no effect and ±100 for the full control effect; nearly all actives have a fitted effect of over 75% in size; some results filed as inactive show a strong effect at the top dose
Target sequence (P49798 whole entry, looked up): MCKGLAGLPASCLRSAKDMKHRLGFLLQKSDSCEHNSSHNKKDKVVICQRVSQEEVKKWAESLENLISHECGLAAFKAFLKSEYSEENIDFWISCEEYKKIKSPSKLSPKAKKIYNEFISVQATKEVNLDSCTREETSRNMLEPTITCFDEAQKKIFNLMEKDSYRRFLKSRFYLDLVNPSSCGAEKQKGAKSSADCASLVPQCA
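MLSMR compounds (23 nl, pin-transferred) preincubated 10 min at room temperature with a 500nM (2x) first reagent, then RGS4 at 900nM (2x) plus Transcreener GDP mix added; fluorescence polarization (620/688 nm) read before and after 90 min at 30 °C.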
Vif-A3F inh = inhibitors of Vif-A3F interaction; HeLa A3F-eYFP + Vif (tagged APOBEC3F with the HIV-1 protein that degrades it), YFP fluorescence increase; Potency, µM (top dose mostly 46.1 µM), for the others: at the highest dose activity, negative = active; actives 0.2% (n = 390,000); AID 602313; note: potency is the fitted concentration of half-maximal effect; % of control where 0% means no effect; nearly all actives have a fitted effect of over 65% in size
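HeLa cells stably expressing A3F-eYFP plus Vif, plated and incubated overnight at 37 deg C, then exposed to compounds overnight at 37 deg C. Blocked degradation read as raised yellow fluorescence (Ex 488/Em 500-530).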
ALOX12 inh = inhibitors of human 12S-lipoxygenase ALOX12. purified 12hLO, xylenol orange hydroperoxide absorbance. Potency, µM (top dose mostly 108 µM), without a hit: at the top dose activity change, negative = inhibition, most hits filed as inhibitors. actives 1.1% (n = 580,000); note: potency is the fitted concentration of half-maximal effect; % is set by controls: 0 for no effect and ±100 for the full control effect
Target sequence (P18054 whole entry, looked up): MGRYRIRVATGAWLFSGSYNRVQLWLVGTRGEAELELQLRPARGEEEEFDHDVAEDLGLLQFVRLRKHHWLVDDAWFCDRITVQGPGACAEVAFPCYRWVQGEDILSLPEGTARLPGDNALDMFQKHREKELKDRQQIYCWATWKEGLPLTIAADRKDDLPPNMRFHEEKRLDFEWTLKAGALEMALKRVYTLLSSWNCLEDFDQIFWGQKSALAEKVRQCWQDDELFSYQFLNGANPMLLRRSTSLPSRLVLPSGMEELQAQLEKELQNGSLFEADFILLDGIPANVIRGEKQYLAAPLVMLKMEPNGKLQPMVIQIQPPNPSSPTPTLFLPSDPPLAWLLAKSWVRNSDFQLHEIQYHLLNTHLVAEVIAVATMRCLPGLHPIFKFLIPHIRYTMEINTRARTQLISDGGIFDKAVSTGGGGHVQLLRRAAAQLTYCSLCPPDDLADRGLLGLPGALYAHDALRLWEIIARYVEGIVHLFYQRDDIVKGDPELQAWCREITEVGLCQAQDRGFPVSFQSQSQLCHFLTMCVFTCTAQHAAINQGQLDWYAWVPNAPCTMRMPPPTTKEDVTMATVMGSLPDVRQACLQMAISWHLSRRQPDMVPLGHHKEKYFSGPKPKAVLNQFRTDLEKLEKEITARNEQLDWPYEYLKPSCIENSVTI
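Hydroperoxide product was detected by ferrous iron/xylenol orange as the 573 to 405 nm absorbance ratio. Arachidonic acid at 40 uM (final) was turned over for 30 min at room temperature by 150 nM human 12hLO, pH 7.0 Hepes buffer, after 15 min compound preincubation.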
* = called active by the depositor; u = inconclusive; x = no result given; & = joins results of further samples; [ ] = dose if it differs, or a comment. Unless noted, calls come from the whole dose curve; as a rule, active = well fitted curve in the direction sought with a large enough effect; inconclusive = small, poorly fitted or top-dose-only effect, or another doubt; inactive = no such curve, though single readings can be large; an effect the other way counts as inactive or inconclusive. An excerpt; the hit share may differ from the screen's.

SMILES	GRP78 ERSR act	ERG Ets-DNA blk	D2 ag	LDHA inh	Vif-APOBEC3G blk	D2 antagonist	RGS4 inh	Vif-A3F inh	ALOX12 inh
CCC(CC)NC(=O)c1nn(Cc2ccccc2)c(=O)c2ccccc12	-7%	-3%	-1.9	-7	0%	2	-23%	-4%	-11%
CCN1CCN(C(C)C(=O)Nc2c(C)n(C)n(-c3ccccc3)c2=O)CC1 (configuration not stated)	-4%	2%	-1.6	-18	0%	-7	7%	-1%	u
Cc1ccc(-n2ncc3c(=O)n(CC(=O)OCc4ccccc4)cnc32)cc1	2%	12%	-1.7	5	7%	3	10%	-5%	0%
Cc1nn(Cc2cccc(F)c2)c(C)c1NC(=O)c1c(Cl)cnn1C	-3%	-1%	-0.2	-2	0%	-7	-3%	1%	-9%
Cc1cc(C)nc(SCC(=O)c2ccc(F)c(C)c2)n1	8%	6%	0.4	3	-2%	3	-7%	7%	13%
CCOC1=C2[C@@H](CN(S(=O)(=O)c3ccc(C)cc3)[C@H]2c2ccccc2Cl)[C@H]2C(=O)N(Cc3ccccc3)C(=O)[C@H]2C1	3%	x	x	-3	-2%	x	x	x	0%
CCOC(=O)c1ccc(Nc2cc(C)nc(-c3ccccc3)n2)cc1	-7%	-1%	-0.4	1	u	1	12%	-8%	7%
O=[N+]([O-])c1nn(-c2ccc3c(c2)OCCO3)n(O)c1=NCc1ccc(F)cc1Cl	0%	-5%	0.1	3	1%	6	15%	-15%	7%
COc1ccc2[nH]cc(C(=O)C(=O)N3CCCCC3)c2c1	1%	1%	-0.9	4	3%	15	-11%	4%	-15%
CCCCN(CC)CCNC(=O)c1cn(-c2ccc(Cl)cc2)c(=O)c2ccccc12	-6%	0%	-0.5	-7	1%	15	-37%	1%	-29%
COc1cccc(CNC(=O)c2cc3c(=O)oc4ccc(C)cc4c3s2)c1	-3%	0%	0.1	3	3%	x	-12%	-23%	-20%
CCOC(=O)c1cnc(-n2nc(C)cc2C)nc1NCCc1ccccc1	1%	-2%	0.1	6	1%	34*	-19%	-18%	45µM*
COc1cccc(CNCCc2c[nH]c3ccccc23)c1OCc1ccccc1	-11%	5%	1.9	-2	-7%	-9	-25%	20%	u
CC1c2ccccc2N(NC(=O)Cc2ccccc2)C1C (configuration not stated)	-3%	14%	-0.3	-4	3%	18	2%	1%	-25%
CCn1c(CCCNC(=O)c2ccco2)nc2ccccc21	-3%	-9%	0.3	-11	-1%	15	11%	-1%	21%
CC(=O)OC[C@H]1O[C@@H](n2ccc(=O)[nH]c2=S)C(OC(C)=O)C1OC(C)=O (some centres not stated)	-2%	-11%	-1.8	-15	0%	-9	13%	0%	-20%
Cc1ccc(Cc2c(C3CCCCC3)nc3cc(C)c(Br)c(C)n23)cc1	-4%	x	x	-2	-2%	x	x	x	u
S=C(Nc1ccccc1)Nc1ccc(Br)cn1	2%	8%	-0.6	-9	-1%	-2	-9%	-23%	-26%
Cc1ccc(-n2c(=O)cc(N3CCN(c4ccccc4Cl)CC3)[nH]c2=O)cc1	-3%	6%	x	-11	-10%	x	6%	-10%	-21%
Nc1nc2c(c(=O)[nH]1)CN(Cc1ccccc1)CC2	-5%	6%	0.6	0	0%	8	-3%	2%	15%
CCOc1ccc(-c2nnc(SCC(=O)Nc3ccc(C)cc3Cl)o2)cc1	2%	-3%	-0.3	1	0%	x	-40%	3%	-20%
COc1ccc(-c2cc(C(F)(F)F)n3ncc(C(=O)NCC4CCCO4)c3n2)cc1OC (configuration not stated)	-2%	1%	0.2	-2	3%	2	-4%	-21%	x
CCOc1ccccc1C1C(C#N)=C(N)N(N(C)C)C2=C1C(=O)CCC2 (configuration not stated)	-1%	-10%	0.3	-2	3%	17	-18%	17%	0%
Cc1ccccc1/C=N/Nc1nc2ccccc2c(=O)n1O	6%	-1%	0.2	5	-6%	-3	u	-11%	179%[activator]

Four entries picked at random from the list so far, as already listed:
SMILES	GRP78 ERSR act	ERG Ets-DNA blk	D2 ag	LDHA inh	Vif-APOBEC3G blk	D2 antagonist	RGS4 inh	Vif-A3F inh	ALOX12 inh
CCOc1ccccc1C1C(C#N)=C(N)N(N(C)C)C2=C1C(=O)CCC2 (configuration not stated)	-1%	-10%	0.3	-2	3%	17	-18%	17%	0%
Nc1nc2c(c(=O)[nH]1)CN(Cc1ccccc1)CC2	-5%	6%	0.6	0	0%	8	-3%	2%	15%
CCn1c(CCCNC(=O)c2ccco2)nc2ccccc21	-3%	-9%	0.3	-11	-1%	15	11%	-1%	21%
S=C(Nc1ccccc1)Nc1ccc(Br)cn1	2%	8%	-0.6	-9	-1%	-2	-9%	-23%	-26%

Sorted by number of heavy atoms (highest first): four of the compounds above.
SMILES	GRP78 ERSR act	ERG Ets-DNA blk	D2 ag	LDHA inh	Vif-APOBEC3G blk	D2 antagonist	RGS4 inh	Vif-A3F inh	ALOX12 inh
COc1ccc(-c2cc(C(F)(F)F)n3ncc(C(=O)NCC4CCCO4)c3n2)cc1OC (configuration not stated)	-2%	1%	0.2	-2	3%	2	-4%	-21%	x
COc1cccc(CNCCc2c[nH]c3ccccc23)c1OCc1ccccc1	-11%	5%	1.9	-2	-7%	-9	-25%	20%	u
CC(=O)OC[C@H]1O[C@@H](n2ccc(=O)[nH]c2=S)C(OC(C)=O)C1OC(C)=O (some centres not stated)	-2%	-11%	-1.8	-15	0%	-9	13%	0%	-20%
Cc1ccccc1/C=N/Nc1nc2ccccc2c(=O)n1O	6%	-1%	0.2	5	-6%	-3	u	-11%	179%[activator]

Other structures
SMILES	GRP78 ERSR act	ERG Ets-DNA blk	D2 ag	LDHA inh	Vif-APOBEC3G blk	D2 antagonist	RGS4 inh	Vif-A3F inh	ALOX12 inh
CCc1[nH]nc(C(=O)N2CCCC(C(=O)c3cccc(C(F)(F)F)c3)C2)c1C (configuration not stated)	4%	1%	-0.8	-1	1%	-12	-15%	2%	-25%
c1cnc(SCCCOc2ccc3ccccc3c2)nc1	3%	0%	-0.1	-4	-3%	16	11%	-10%	0%
O=C(COC(=O)COc1ccccc1F)Nc1ccc2c(c1)OCO2	-3%	-2%	0.6	-1	0%	12	16%	0%	17%
CCOC(=O)C1CCCN(C(=O)CCCn2nnnc2CN2CCOCC2)C1 (configuration not stated)	7%	10%	1.1	-4	-2%	6	18%	-7%	-1%
COc1ccccc1C1CC(=O)NC(C)=C1C(=O)OCC(C)C (configuration not stated)	-6%	-10%	1.2	-1	-7%	-4	9%	-1%	0%
Cn1c(Cn2c(=O)sc3ccccc32)nnc1SCc1ccccn1	-4%	-4%	0.4	-5	1%	-23	28%	-13%	15%
Cc1cccc(Nc2ncnc3c2cnn3C)c1	-1%	5%	-0.8	-6	0%	-5	11%	-3%	-1%
COCC(C)n1c(C)cc(C(=O)CSc2nnnn2-c2ccc(O)cc2)c1C (configuration not stated)	-1%	12%	-0.6	-4	-6%	-6	-9%	10%	u
CN(CC(=O)Nc1ccc(Cl)c(S(=O)(=O)N2CCOCC2)c1)C(=O)c1ccc(C#N)cc1	-5%	5%	0.0	-2	3%	7	-17%	7%	1%
CC(C)(C)c1nc2scc(-c3ccc(Br)cc3)c2c(=O)o1	0%	0%	1.2	-5	1%	9	0%	-7%	-7%
CCCCNC(=O)C(Cc1ccccc1)NS(=O)(=O)c1ccc2c(c1)c(=O)n(C)c(=O)n2C (configuration not stated)	-3%&-5%	4%&12%	0.0&-1.5	6&-2	3%&-4%	2	0%&-13%	-1%&1%	-6%&-3%
Cn1nc(C(F)(F)F)c(-c2cccc(C(F)(F)F)c2)c1NC(=O)c1cccnc1	-6%	-15%	1.7	1	1%	-11	-10%	-13%	116%[activator]
Cc1c(NS(=O)(=O)c2ccc(NC3CCCC3)c([N+](=O)[O-])c2)c(=O)n(-c2ccccc2)n1C	-5%	-5%	x	-4	-7%	x	18%	-8%	-1%
Cc1ccc2nc(-c3ccncc3)cc(C(=O)NCCc3ccc(F)cc3)c2c1	-3%	-17%	0.2	-10	-5%	-6	-20%	-9%	-27%
Cc1ccc(S(=O)(=O)N/N=C/c2cccn2-c2ccc(Cl)cc2)cc1	-5%	3%	-2.1	-2	2%	-17	-8%	-2%	u
CCC(c1nc2ccccc2c(=O)n1-c1cccnc1)N1C(=O)c2ccccc2C1=O (configuration not stated)	-4%	x	-0.9	-9	-3%	-6	19%	-6%	-4%
CC(=O)Nc1ccc(OCC(=O)N2CCC(Cc3ccccc3)CC2)cc1	-5%	-4%	1.3	-4	2%	9	9%	0%	-11%
Cc1ccc(C)c(N(CC(=O)NCc2ccco2)C(=O)CNS(=O)(=O)c2ccc(F)cc2)c1	-3%	u	-0.7	2	3%	-20	13%	-17%	-8%
CCOc1cc(/C=N/NC(=O)C(=O)NCCCOC(C)C)cc(Br)c1O	-4%	x	0.6	-4	0%	22	-15%	-12%	11%
Cc1ccsc1/C=N/N1CCN(c2ccccn2)CC1	-2%	-5%	1.1	-11	1%	1	10%	-12%	3%
CC(=O)N1CCN(S(=O)(=O)c2cccc(C(=O)OCC(=O)Nc3c(Cl)cccc3C(F)(F)F)c2)CC1	-7%	2%	x	-4	-3%	x	-34%	-9%	u

Assay outcomes as filed in PubChem.
